High-throughput results: PubChem, several laboratories
zVAD death inh – L929 zVAD cell death inhibition. AID 1377. hit rate 0.38% among 220,000. L929 zVAD necroptosis rescue, ATP luminescence, 24 h; with zVAD 60 µM. viability rescue, % at 10 µM;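 active = activation, scaled between plate controls, above about 75%, limit read from the data; inactive = activation under that limit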;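 note: 0% = zVAD with DMSO and 100% = DMSO alone without zVAD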
Runt-SMMHC FRET – blocks binding of human RUNX1 Runt domain to CBFb-SMMHC. Q01196+Q13951. Cerulean-Runt/Venus-CBFb-SMMHC FRET ratio 530/480, 1 h. inhibition, % at 20 µM. hit rate 0.74% among 220,000;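 active = mean inhibition across duplicate retests at 20 µM reaching about 50%, limit read from the data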;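 note: 0% = DMSO wells and 100% = wells with excess untagged CBFb-SMMHC; inhibitors lower the FRET ratio by blocking Runt binding to CBFb-SMMHC; some results filed as inactive read as strong as hits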
TNF death inh – blocks TNF-alpha induced death of Jurkat FADD-/- cells; activation (protection from cell death), % at 10 µM; Jurkat FADD-/- TNF necroptosis rescue, ATP luminescence, 24 h; 0 = TNF only, 100 = no-TNF cells; hit rate 0.068% among 220,000;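 active = activation, meaning protection from cell death, of at least 50% relative to plate controls; inactive = activation below 50%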;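 note: necroptosis triggered by 40 ng/mL TNF-alpha added together with compound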
EP2 modulator – modulates human prostaglandin E2 receptor EP2 signaling; EP2-expressing cells, cAMP HTRF FRET, PGE2 co-stimulation; induction, % at 25 µM; hit rate 0.83% among 260,000; AID 940;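 active = compounds whose cAMP rise, as percent of the full-agonist control response, exceeds 60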;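 note: rat C6 glioma line stably carrying human EP2 under a CMV promoter; the protocol text gives 20 µM as final concentration; 100% = response of wells given 1 µM PGE2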
Target sequence (P43116 whole entry, looked up): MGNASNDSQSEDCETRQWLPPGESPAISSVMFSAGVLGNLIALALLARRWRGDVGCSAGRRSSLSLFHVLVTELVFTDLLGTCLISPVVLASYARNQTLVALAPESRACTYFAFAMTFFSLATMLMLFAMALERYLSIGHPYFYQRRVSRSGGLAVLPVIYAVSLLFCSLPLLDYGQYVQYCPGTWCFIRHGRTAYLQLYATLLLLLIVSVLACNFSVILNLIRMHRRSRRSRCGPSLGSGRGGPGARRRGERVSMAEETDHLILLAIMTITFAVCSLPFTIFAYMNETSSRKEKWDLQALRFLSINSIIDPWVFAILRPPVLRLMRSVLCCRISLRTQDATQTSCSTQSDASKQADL
PERK inh – human PERK inhibition, primary cell-based screen; Q9NZJ5; CHO PERK-DD fusion, SEAP luminescence translation reporter; inhibition, % at 5.6 µM; hit rate 0.17% among 220,000; AID 1416;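 active = inhibition above the mean inhibition of all tested compounds plus 3 SD, set separately per screening campaign, cut at about 2.9% in these data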;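 note: PERK kinase domain activated by AP20187 dimerizer at 100 nM; 0% = DMSO with dimerizer and 100% = rapamycin at 8.4 µM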
PGE2 EP2 inh – EP2 receptor (human) inhibition; P43116; C6 glioma cells expressing human EP2, cAMP TR-FRET; cells stimulated with saturating PGE2; inhibition, % at 25 µM; hit rate 0.52% among 260,000; AID 1422;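 active = percent inhibition above 40 after rounding to a whole number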;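 note: rat C6 glioma host cells with rolipram phosphodiesterase inhibitor present; the protocol text gives 20 µM as final concentration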
RBBP9 inhibitor – blocks human serine hydrolase RBBP9; O75884; recombinant RBBP9, FP-Rh probe fluorescence polarization; inhibition, % at 7.94 µM; hit rate 0.2% among 220,000; AID 1515;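 active = inhibition above the campaign mean of all tested compounds plus 3 SD, cut at about 14% in these data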;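 note: plate controls were DMSO wells with RBBP9 for no effect and wells lacking RBBP9 protein for full effect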
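system = RBBP9 protein | input = RBBP9 at 2.5 µM in dispensed solution, before mixing | measured by = fluorescence polarization (mP), excitation 525 nm, emission 598 nm | incubation = enzyme-compound preincubation 30 min, then probe labeling 45 min, 25 °C | buffer or medium = Tris-NaCl-Pluronic buffer, pH 8.0 | compound = single dose 7.94 µM | also added = FP-Rh probe, 375 nM dispensing solution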
Runt-CBFb FRET – inhibitors of human RUNX1 Runt domain binding to CBFb. Cerulean-Runt/Venus-CBFb FRET ratio 530/480, 1 h. AID 1496. hit rate 0.46% among 220,000. Q01196+Q13951. inhibition, % at 20 µM;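 active = inhibition over about 50% at 20 µM in the single-dose screen, limit read from the data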;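 note: 0% = DMSO wells and 100% = excess unlabeled CBFb competitor control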
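System: Cerulean-labeled Runt domain protein | Quantity: 100 nM of each labeled protein | Schedule: 1 h compound exposure, room temperature | Detection: Fluorescence energy transfer, 422 nm excitation, 530/480 nm emission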
Hck Nef HTS – blocks Nef-activated human Hck kinase | P08631 | Recombinant Hck-YEEI plus Nef, Z-Lyte FRET kinase assay | inhibition, % at 20 µM | hit rate 0.68% among 220,000 | AID 463187;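 active = Hck-Nef kinase inhibition above about 50%, limit read from the data; inactive = inhibition below that limit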;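 note: 0% = DMSO with Hck plus Nef and 100% = Hck alone without Nef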
Target sequence (P08631 whole entry, looked up): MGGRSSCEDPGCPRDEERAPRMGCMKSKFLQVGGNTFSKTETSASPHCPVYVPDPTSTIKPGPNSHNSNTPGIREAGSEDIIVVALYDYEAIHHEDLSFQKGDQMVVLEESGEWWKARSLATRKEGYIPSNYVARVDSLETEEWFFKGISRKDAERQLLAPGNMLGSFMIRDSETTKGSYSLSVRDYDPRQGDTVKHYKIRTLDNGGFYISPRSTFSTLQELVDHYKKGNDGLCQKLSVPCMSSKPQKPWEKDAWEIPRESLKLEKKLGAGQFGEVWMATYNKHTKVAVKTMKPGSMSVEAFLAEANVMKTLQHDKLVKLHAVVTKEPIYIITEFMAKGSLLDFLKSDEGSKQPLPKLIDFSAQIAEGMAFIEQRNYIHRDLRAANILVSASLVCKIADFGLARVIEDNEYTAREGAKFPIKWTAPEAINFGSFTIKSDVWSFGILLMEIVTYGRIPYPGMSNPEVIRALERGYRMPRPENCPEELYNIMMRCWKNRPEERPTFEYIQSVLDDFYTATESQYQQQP
Starred values were filed as active, the others as inactive; nt = not tested or not shown; & = joins results of further samples. This is a subset. The share of hits here may be higher or lower than overall.

The line under a structure holds: EP2 modulator | Hck Nef HTS | PGE2 EP2 inh | Runt-SMMHC FRET | RBBP9 inhibitor | zVAD death inh | Runt-CBFb FRET | PERK inh | TNF death inh
- O=S(=O)(N/N=C/c1ccccc1OCc1ccc(Cl)cc1)c1ccccc1
  7 | 1 | 0 | 0 | 1 | 0.5 | -3 | -0.5 | -5.5
- CN(C)c1ccc(S(=O)(=O)N2CCCCC2)cc1NC(=O)COc1ccccc1F
  -11 | 5 | 7 | -1 | 5 | 1.5 | 1 | -0.4 | 1.7
- Cc1noc2c1C(c1ccc(N(C)C)cc1)C1=C(CC(C)(C)CC1=O)N2 (stereo not given)
  7 | -3 | 8 | -8 | -2 | -0.1 | 2 | -1.4 | -2.3
- CCN1CCN(C(=O)c2cc3nc(-c4ccccc4)cc(C(F)(F)F)n3n2)CC1
  0 | 0 | 8 | -5 | -3 | 0.8 | -1 | -0.3 | 0.5
- CCNC(=S)N1CCc2cc(OC)c(OC)cc2C1COc1ccccc1OC (stereo not given)
  40 | -15 | 0 | 0 | 2 | 0.7 | -2 | 0.1 | 3.2
- Cc1cc(O)c(NC(=O)c2ccc(Br)o2)cc1C
  -1 | 1 | 3 | -3 | -3 | 22 | 2 | 0.8 | -3.9
- O=c1c2cc(NC(=S)NCc3cccnc3)ccc2nc2n1CCCCC2
  -18 | -1 | 2 | 2 | -9 | 0.9 | 4 | -0.8 | 0.6
- C=CCn1c(SCC(=O)c2cccs2)nc2sc(C)cc2c1=O
  -21 | 10 | 17 | -2 | -12 | -0.4 | -2 | -0.3 | -1.0
- COC(=O)c1ccc(-c2noc(CN(Cc3ccccn3)CC3CCCO3)n2)cc1 (stereo not given)
  2 | 14 | 3 | -4 | -2 | -2.9 | -1 | -1.3 | -0.4
- O=C(Cc1c[nH]c2ccccc12)NCc1ccc2c(c1)OCO2
  -45 | 2 | 1 | -2 | 0 | 0.1 | 0 | 0.7 | 1.8
- CCN(CC)C(=O)c1ccc(N)cc1
  30 | 17 | 10 | -1 | -13 | 3.5 | 2 | 0.7 | 1.4
- CCCOC(=O)c1ccc(Oc2c(-c3ccc(O)cc3O)n[nH]c2C)cc1
  -7 | 0 | 9 | 6 | -5 | 0.9 | -1 | -0.3 | 1.7
- COc1ccc(CCN(C(=O)/C=C/C(=O)O)C2CC(=O)N(c3ccccc3)C2=O)cc1 (stereo not given)
  15 | 17 | 18 | 2 | -13 | 4.1 | 1 | 0.5 | -0.4
- COCCn1c(C)cc(C(=O)COC(=O)c2ccc3ncsc3c2)c1C
  26 | 4 | 14 | 2 | -5 | 2.8 | 1 | -0.5 | -5.6
- Cc1n[nH]c(C)c1C(=O)CC1(O)C(=O)N(CCc2ccccc2)c2ccc(Br)cc21 (stereo not given)
  6 | 0 | 9 | -3 | -7 | 0.0 | -2 | -0.4 | -0.5
- CC(=O)c1ccc2c(c1)c1ccccc1n2CC(C)C
  67* | 1 | 21 | -1 | -1 | 0.2 | 0 | 0.4 | -0.3
- CCCCNC(=O)c1onc(CSc2ccc(C)c(C)c2)c1C(=O)O
  10 | 2 | 14 | 0 | -1 | 0.0 | -3 | 1.6 | -2.4
- O=C(CC12CC3CC(CC(C3)C1)C2)NCC(=O)OCc1cc(=O)oc2ccc3ccccc3c12
  14 | 0 | 7 | -2 | -6 | 2.7 | -1 | 1.0 | 1.5
- CC(Cn1nnc2ccccc21)C(=O)O (stereo not given)
  2 | 16 | 7 | 2 | 0 | 6.1 | -1 | 1.4 | 1.0
- Cc1nn(C)cc1CNC(=O)c1cnn2c1NC(c1ccc(Br)cc1)CC2C(F)(F)F (stereo not given)
  2 | 1 | 11 | -10 | -1 | 0.6 | -4 | -0.2 | -1.7
- O=C(NC(=S)NCCc1ccccn1)c1ccco1
  -17 | 8 | 4 | 1 | -4 | 1.5 | 0 | -1.0 | 0.0
- COc1ccc(CNC(=O)C(C)OC(=O)C23CC4CC(CC(O)(C4)C2)C3)cc1 (stereo not given)
  42 | 6 | 5 | 0 | -11 | nt | 0 | 0.5 | 3.3
- COCC(=O)Nc1sc2c(c1C(=O)OC)C(C(=O)OC)CC2 (stereo not given)
  -7&33 | 0 | 3&10 | 0 | -8 | 0.3 | 0 | -0.5 | -0.4
- CCN(CC)CCNc1nc(-c2ccc(OC)cc2)c(-c2ccc(OC)cc2)s1
  -10 | 16 | 11 | -2 | 1 | 0.3 | -1 | -0.7 | -4.0
- COc1ccc(C)cc1S(=O)(=O)Nc1cccnc1
  29&-13 | 0 | 8&10 | -5 | -11 | 0.4 | -1 | 0.6 | 0.8
- COc1ccc(N2C(=O)CC(Sc3ccccc3C(=O)O)C2=O)c([N+](=O)[O-])c1 (stereo not given)
  7 | 21 | 4 | 5 | -7 | 1.9 | 20 | -0.6 | -0.6
- N#Cc1cnc(Nc2ccc(F)cc2)nc1N
  25 | 33 | 10 | -2 | -3 | 1.3 | -2 | 0.6 | -14
- COCc1nnc(NC(=O)CSCc2ccccc2)s1
  41 | 1 | 7 | -6 | 4 | 0.1 | 1 | 1.3 | -1.0
- CCc1cc(SC#N)cc(CC)c1NC(=O)CCl
  -2 | 16 | 9 | 7 | -7 | nt | 20 | -0.2 | -22
- Cc1ccc(NC(=O)N2CCN(C)CC2)cc1NC(=O)N1CCN(C)CC1
  5 | 4 | 8 | -1 | 0 | -0.1 | 0 | -0.5 | 1.0
- Cn1c(S(=O)(=O)Cc2ccc(Cl)cc2)nc2ccccc21
  -7 | -6 | 5 | -4 | 0 | -2.0 | -2 | 0.1 | 1.2
- O=S(=O)(c1ccc(-c2cn3ccccc3n2)cc1)N1CCOCC1
  -10 | 14 | 10 | -2 | -14 | -0.4 | 0 | -1.4 | 8.9
- O=C(Cc1n[nH]c(=O)c2ccccc12)NCc1ccc(Cl)cc1
  1 | 11 | 6 | 0 | -11 | 0.0 | 2 | -0.1 | 0.6
- N#Cc1ccccc1S(=O)c1ccccc1C(=O)Nc1ccccc1 (stereo not given)
  -4 | 25 | 6 | 2 | -14 | 0.6 | 0 | -0.3 | 2.7
- Cc1cc(NC(=O)Cn2nc([N+](=O)[O-])c(Br)c2C)no1
  10 | 21 | 7 | -2 | -6 | 4.7 | -1 | 0.3 | 1.8
- Clc1ncccc1-c1nc2ccccc2s1
  -30 | 23 | 5 | 1 | 2 | 24 | 0 | 0.6 | -0.4
- COc1ccc(-c2[nH]ncc2CN(C)C(C)c2cccs2)c(F)c1 (stereo not given)
  6 | 3 | 2 | 3 | -7 | -0.7 | -1 | 0.4 | 0.4
- Cc1ccc(S(=O)(=O)N2CCOCC2)cc1NC(=O)COC(=O)CNC(=O)c1ccccc1
  33 | -8 | 4 | 1 | -6 | 0.5 | 1 | 0.7 | 0.4
- Cc1ccc(OCC(=O)N/N=C\c2ccncc2)c(C)c1
  9 | 3 | 10 | -1 | -5 | 1.3 | -2 | -0.2 | 1.8
- Cc1cccc2cc(CN(Cc3cccnc3)C(=O)c3ccncc3)c(=O)[nH]c12
  9 | -9 | 10 | 0 | -5 | 1.8 | -1 | -0.1 | 1.6
- Cc1ccc([N+](=O)[O-])cc1NC(=S)NC(=O)c1ccco1
  17 | 2 | 10 | 4 | -4 | 0.7 | 2 | 1.2 | 1.1
- COCCCNC(=O)c1ccc2nc3ccccc3c(=O)n2c1
  -12 | 4 | 8 | 48 | -9 | 0.0 | 15 | -1.0 | 0.5

Among those listed so far, 7 have an aryl methoxy group.
The line under a structure holds: EP2 modulator | Hck Nef HTS | PGE2 EP2 inh | Runt-SMMHC FRET | RBBP9 inhibitor | zVAD death inh | Runt-CBFb FRET | PERK inh | TNF death inh
- CCNC(=S)N1CCc2cc(OC)c(OC)cc2C1COc1ccccc1OC (stereo not given)
  40 | -15 | 0 | 0 | 2 | 0.7 | -2 | 0.1 | 3.2
- COc1ccc(CCN(C(=O)/C=C/C(=O)O)C2CC(=O)N(c3ccccc3)C2=O)cc1 (stereo not given)
  15 | 17 | 18 | 2 | -13 | 4.1 | 1 | 0.5 | -0.4
- COc1ccc(CNC(=O)C(C)OC(=O)C23CC4CC(CC(O)(C4)C2)C3)cc1 (stereo not given)
  42 | 6 | 5 | 0 | -11 | nt | 0 | 0.5 | 3.3
- CCN(CC)CCNc1nc(-c2ccc(OC)cc2)c(-c2ccc(OC)cc2)s1
  -10 | 16 | 11 | -2 | 1 | 0.3 | -1 | -0.7 | -4.0
- COc1ccc(C)cc1S(=O)(=O)Nc1cccnc1
  29&-13 | 0 | 8&10 | -5 | -11 | 0.4 | -1 | 0.6 | 0.8
- COc1ccc(N2C(=O)CC(Sc3ccccc3C(=O)O)C2=O)c([N+](=O)[O-])c1 (stereo not given)
  7 | 21 | 4 | 5 | -7 | 1.9 | 20 | -0.6 | -0.6
- COc1ccc(-c2[nH]ncc2CN(C)C(C)c2cccs2)c(F)c1 (stereo not given)
  6 | 3 | 2 | 3 | -7 | -0.7 | -1 | 0.4 | 0.4

Exported comma-delimited: part of the list above.
smiles,EP2 modulator,Hck Nef HTS,PGE2 EP2 inh,Runt-SMMHC FRET,RBBP9 inhibitor,zVAD death inh,Runt-CBFb FRET,PERK inh,TNF death inh
Cc1cc(NC(=O)Cn2nc([N+](=O)[O-])c(Br)c2C)no1,10,21,7,-2,-6,4.7,-1,0.3,1.8
Cc1ccc([N+](=O)[O-])cc1NC(=S)NC(=O)c1ccco1,17,2,10,4,-4,0.7,2,1.2,1.1
